# Source: PubChem BioAssay (National Center for Advancing Translational Sciences (NCATS))
# PI4K2A block = inhibitors of human PI4K2A; AID 1346378; Q9BTU6; activity change, negative = inhibition, % at 76.9 µM; purified PI4K2A, ADP-Glo luminescence, 1 h; stronger effect = lower value; 420,000 tested, 0.13% active; in the data active means activity change below about -50%; inconclusive means mostly about -30% to -49%;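 further: -100% = wells without enzyme as full effect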
#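 PI4K2A activity was measured by ADP-Glo luminescence: enzyme (4 ug/mL stock) and phosphatidylinositol (1.2 mM stock) in Tris pH 7.5/MgCl2/EGTA/Triton X-100 buffer were reacted with ATP (300 microM stock) for one hour at ambient temperature.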
# Vif-APOBEC3F blk = inhibitors of Vif-A3F interaction | HeLa A3F-eYFP + Vif (tagged APOBEC3F with the HIV-1 protein that degrades it), YFP fluorescence increase | Potency, µM (series often up to 46.1 µM), for inactives: top-dose activity, negative = active | 390,000 tested, 0.2% active | AID 602313; further: potency means the concentration at half of the fitted maximal effect; % of control where 0% means no effect; nearly all actives have a fitted effect of over 65% in size
#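 Fluorescence increase (Ex 488/Em 500-530) after overnight compound treatment at 37 deg C flags inhibition of Vif-driven A3F-eYFP loss in stable HeLa A3F-eYFP/Vif cells seeded overnight beforehand.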
# USP1 inh = inhibitors of human USP1/UAF1 deubiquitinase. 390,000 tested, 0.23% active. O94782. Potency, µM (top dose mostly 57.1 µM), without a hit: top-dose activity change, negative = inhibition, usual class: inhibitors. recombinant USP1/UAF1, Ub-Rhodamine cleavage fluorescence; further: potency means the concentration at half of the fitted maximal effect; on the % scale 0 is the no-effect control and ±100 the full control effect; nearly all actives have a fitted effect of over 60% in size; inactives centre near -12
#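 USP1/UAF1 complex at 1 nM was preincubated with compound for 15 min at room temperature, then Ub-Rho substrate (150nM final) was added. Fluorescence (480/540 nm) was read kinetically, 6 reads every 60 seconds.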
# Vif-A3G inh = inhibitors of Vif-APOBEC3G interaction | HeLa A3G-eYFP + Vif (tagged APOBEC3G with the HIV-1 protein that degrades it), YFP fluorescence, overnight | Potency, µM (titrated, usually from 46.1 µM), for inactives: at the top dose activity, negative = active, hits mostly inhibitors | 410,000 tested, 0.076% active | AID 602310;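 further: potency means the concentration at half of the fitted maximal effect; on the % scale 0 is the no-effect control and ±100 the full control effect; nearly all actives have a fitted effect of over 60% in size; hits raise eYFP signal because A3G escapes Vif-driven loss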
# Target sequence (Q9HC16 whole entry, looked up): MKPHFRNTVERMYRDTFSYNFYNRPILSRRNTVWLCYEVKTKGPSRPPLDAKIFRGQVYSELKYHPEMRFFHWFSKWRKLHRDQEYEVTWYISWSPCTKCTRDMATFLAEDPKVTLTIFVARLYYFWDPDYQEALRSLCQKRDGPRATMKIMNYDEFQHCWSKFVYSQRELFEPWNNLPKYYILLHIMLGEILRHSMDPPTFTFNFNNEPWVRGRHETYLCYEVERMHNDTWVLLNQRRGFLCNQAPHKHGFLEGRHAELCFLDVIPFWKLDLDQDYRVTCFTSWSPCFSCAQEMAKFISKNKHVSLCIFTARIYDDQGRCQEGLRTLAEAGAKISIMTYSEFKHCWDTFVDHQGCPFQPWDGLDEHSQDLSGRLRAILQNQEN
#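 Read-out is eYFP fluorescence (Ex 488/Em 500-530) from Vif-expressing HeLa A3G-eYFP cells; more signal means A3G escaped Vif-mediated degradation. Cells plated overnight, compound pinned in, incubated overnight at 37 deg C.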
# RXFP1 ag = agonists of human relaxin receptor RXFP1 | Potency, µM (titrated, usually from 57.5 µM), without a hit: top-dose activation, actives largely listed as activators | HEK293T-RXFP1 cAMP TR-FRET, 30 min; response scale: percent of porcine relaxin response, buffer zero | Q9HBX9 | 370,000 tested, 0.3% active; further: potency means the concentration at half of the fitted maximal effect; on the % scale 0 is the no-effect control and ±100 the full control effect; nearly all actives have a fitted effect of over 60% in size; many of its hits are not listed in these tables
#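 HEK293T cells stably expressing RXFP1 were pretreated with the PDE4 inhibitor Ro 20174, exposed to compounds for 30 min at 37C, lysed, and cAMP was read by TR-FRET. Data normalized to buffer (basal) and 29 nM porcine relaxin (100%).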
# LDHA inh = blocks human lactate dehydrogenase A. P00338. purified LDHA, NADH/diaphorase-resazurin fluorescence; stronger effect = lower value. activity change, % (values are at about 110 or 230 µM). 480,000 tested, 0.15% active; in the data active means activity change below about -30%; inconclusive means mostly about -25% to -30%;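 further: plate controls were DMSO wells for no effect and wells without enzyme for full effect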
#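 Human LDH5 at 2 nM final in Tris HCl pH 7.4 with 0.06 mM NADH and 0.2 mM pyruvate, reacted 5 minutes at room temperature. Remaining NADH coupled via diaphorase/resazurin; resorufin fluorescence read at 0 and 20 minutes, normalized to enzyme-free and DMSO wells.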
# GRP78 ERSR act = induces the endoplasmic reticulum stress response in human glioma cells. U87-MG GRP78 promoter luciferase reporter, 16 h. Potency, µM, without a hit: at the top dose activation, actives largely listed as activators. 420,000 tested, 0.02% active. AID 602332; further: potency means the concentration at half of the fitted maximal effect; series mostly up to about 76 µM; % of control where 0% means no effect; nearly all actives have a fitted effect of over 35% in size
#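 Stably transfected U87-MG human glioma cells carrying a GRP78-based luminescent sensor were seeded at 1000 cells/well, pin-dosed with compounds and incubated 16 h. Luciferase reagent was then added, and end-point luminescence was read after 10 min at room temperature.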
# TrxR1 substrate = rat thioredoxin reductase 1 substrate activity; O89049; purified TrxR1 substrate turnover, NADPH consumption readout; Potency, µM (highest dose often 114 µM), inactives show at the top dose activity change, negative = substrate turnover; 390,000 tested, 0.01% active; AID 588456; further: potency means the concentration at half of the fitted maximal effect; on the % scale 0 is the no-effect control and ±100 the full control effect; nearly all actives have a fitted effect of over 50% in size
#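 Rat TrxR1, dispensed at 90 nM, was prereduced with 400 uM NADPH (final) for 5 min at ~22 deg C, then incubated with compound 15 min before 400 uM selenite. A first-read NADPH fluorescence drop versus no-compound background flagged substrates.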
# mIDH1 inhibitor = blocks human mutant IDH1 R132H enzyme | O75874 | 390,000 tested, 0.093% active | IDH1-R132H enzyme, NADPH consumption, diaphorase/resazurin fluorescence | AID 602179 | Potency, µM (titrated, usually from 76.6 µM), without a hit: at the highest dose activity change, negative = inhibition, most hits filed as inhibitors; further: potency means the concentration at half of the fitted maximal effect; on the % scale 0 is the no-effect control and ±100 the full control effect; nearly all actives have a fitted effect of over 65% in size
# Target sequence (O75874 whole entry R132H, stated change not applied): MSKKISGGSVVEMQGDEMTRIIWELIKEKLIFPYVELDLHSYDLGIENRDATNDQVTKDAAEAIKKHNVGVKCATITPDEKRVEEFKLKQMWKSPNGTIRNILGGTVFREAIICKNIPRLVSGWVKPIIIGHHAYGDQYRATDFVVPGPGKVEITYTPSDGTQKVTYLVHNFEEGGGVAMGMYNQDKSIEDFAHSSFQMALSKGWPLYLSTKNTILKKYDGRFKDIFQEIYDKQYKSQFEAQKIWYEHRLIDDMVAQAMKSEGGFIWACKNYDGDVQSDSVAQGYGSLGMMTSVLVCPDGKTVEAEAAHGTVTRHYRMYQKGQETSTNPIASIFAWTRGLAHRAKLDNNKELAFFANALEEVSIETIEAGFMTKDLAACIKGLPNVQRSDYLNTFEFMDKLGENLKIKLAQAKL
#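 IDH1-R132H (0.5 ug/mL) preincubated 30 min with compound, then NADPH (0.016 mM) and alpha-KG (2 mM) added; 80 min at RT, pH 7.5. Remaining NADPH coupled via diaphorase/resazurin to fluorescence (540/590 nm); concentration-response curves normalized to no-enzyme control.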
# Active calls of the source: *; ? = inconclusive; . = not tested or not shown; & = joins results of further samples; [ ] = another dose, or the depositor's remark. Unless noted, the call rests on the fitted dose curve; in most records, active means well fitted curve in the direction sought with a large enough effect; inconclusive means small, poorly fitted or top-dose-only effect, or another doubt; inactive means no such curve, though single readings can be large; an effect the other way counts as inactive or inconclusive. Not all compounds are listed, so the mix of outcomes need not match the whole.
SMILES,PI4K2A block,Vif-APOBEC3F blk,USP1 inh,Vif-A3G inh,RXFP1 ag,LDHA inh,GRP78 ERSR act,TrxR1 substrate,mIDH1 inhibitor
CCC1=C(OC(=O)N(CC)CC)N2C(=O)OC(=NCCOC)[C@]2(Cc2ccccc2)[C@H]2C1=CC[C@H]1C(=O)N(CC)C(=O)[C@H]12,-3,-2%,-10%,-8%,0.0%,0,-4%,5%[57.1 µM],-11%
CN1CCN(C(=O)C2=C[C@@H](c3csc4ccccc34)C[C@@H](OCCCCO)O2)CC1,-5,-1%,-19%,0%,0.2%,-4,-2%,1%,-6%
CCCCOc1ccc(N=Cc2ccc[nH]2)cc1,2,-6%,-6%,3%,-1.6%,-1,0%,-10%,2%
COc1ccccc1NC(=O)Cn1nnc(-c2ccccc2NS(=O)(=O)c2ccccc2)n1,-2,4%,-10%,-8%,-1.8%,1,-2%,-3%,7%
O=C(c1ccco1)N1CCN(C(=S)NCc2ccc(F)cc2)CC1,0,-12%,-20%,2%,1.6%,-6,-3%,-3%,5%
O=C(Cc1ccccc1)NCC(=O)OCC(=O)c1ccc(Cl)c([N+](=O)[O-])c1,4,-4%,-8%,0%,-0.5%,-4,-5%,6%[57.1 µM],-10%
Nc1ccccc1-c1nnc(SCc2ccccc2F)[nH]c1=O,0,-1%,-12%,-4%,-0.4%,-7,6%,-6%,-4%
O=C(NCc1ccco1)c1csc2c1CCCCC2,3,0%,-6%,0%,0.7%,-16,1%,5%,-10%
CCOc1ccc(C(=O)NCC(=O)OCCCOC(=O)CNC(=O)c2ccc(OCC)cc2)cc1,1,-9%,-2%,1%,-3.4%,2,-4%,-4%,-3%
O=C(Cc1ccc(Cl)c(Cl)c1)Nc1ccccc1N1CCCC1,-2,4%,-21%,-6%,-2.7%,1,3%,1%,0%

# Structures shown so far that contain sulfur (five):
SMILES,PI4K2A block,Vif-APOBEC3F blk,USP1 inh,Vif-A3G inh,RXFP1 ag,LDHA inh,GRP78 ERSR act,TrxR1 substrate,mIDH1 inhibitor
CN1CCN(C(=O)C2=C[C@@H](c3csc4ccccc34)C[C@@H](OCCCCO)O2)CC1,-5,-1%,-19%,0%,0.2%,-4,-2%,1%,-6%
COc1ccccc1NC(=O)Cn1nnc(-c2ccccc2NS(=O)(=O)c2ccccc2)n1,-2,4%,-10%,-8%,-1.8%,1,-2%,-3%,7%
O=C(c1ccco1)N1CCN(C(=S)NCc2ccc(F)cc2)CC1,0,-12%,-20%,2%,1.6%,-6,-3%,-3%,5%
Nc1ccccc1-c1nnc(SCc2ccccc2F)[nH]c1=O,0,-1%,-12%,-4%,-0.4%,-7,6%,-6%,-4%
O=C(NCc1ccco1)c1csc2c1CCCCC2,3,0%,-6%,0%,0.7%,-16,1%,5%,-10%

# (further entries)
SMILES,PI4K2A block,Vif-APOBEC3F blk,USP1 inh,Vif-A3G inh,RXFP1 ag,LDHA inh,GRP78 ERSR act,TrxR1 substrate,mIDH1 inhibitor
Cn1nnnc1SCC(=O)c1ccc2c(c1)OCCO2,-2,19%,-17%,2%,1.8%,-4,-3%,-10%,6%
Cc1cccc(N2CCN(C(=O)c3ccoc3C)CC2)c1C,-2,-4%,-20%,-3%,0.9%,-2,-3%,9%[57.1 µM],6%
COC(=O)c1cccc(S(=O)(=O)N(Cc2ccco2)Cc2cc3ccc(OC)cc3[nH]c2=O)c1,0,0%,-22%,-1%,3.8%,-3,-2%,6%,4%
O=C(NCCc1ccccc1)c1nccc2ccccc12,-2,6%,-21%,-1%,0.5%,2,4%,5%,2%
O=C(/C=C/c1ccc(O)c(O)c1)OCCc1ccccc1,-1&3,?,-7%,-24%,.,3,?,-1%[57.1 µM],-5%
CC(C)C[C@H](NC(=O)c1[nH]cnc1C(=O)N[C@@H](Cc1ccccc1)C(=O)OCc1ccccc1)C(=O)OCc1ccccc1,-1,5%,-21%,-3%,-0.7%,-2,1%,-2%,-5%
CCOC1=NC(C(=O)O)c2ccccc2/C(=C(/C)Cl)N1 (stereo not drawn),1,1%,-12%,1%,-0.1%,2,-2%,-25%[57.1 µM],2%
C/C(=N\NC(=O)Cn1cc([N+](=O)[O-])cn1)c1ccc(O)cc1,3,-12%,-19%,-2%,3.3%,-2,1%,4%,2%
C=CCn1c(=O)c(C(=O)OCC)c(O)c2ccccc21,1,-1%,-12%,1%,1.2%,-8,-2%,-2%,-9%
CCOC(=O)C1(C)NC(c2cccs2)C2C(=O)N(c3ccccc3)C(=O)C21 (stereo not drawn),8,-3%,-11%,0%,-0.5%,-14,-7%,1%[57.1 µM],-6%
O=C(COC(=O)c1ccc(OC(F)F)cc1)NC(=O)NC1CCCC1,-3,8%,-26%,-5%,1.3%,1,-3%,-1%,2%
O=C(N/N=C/c1cccc([N+](=O)[O-])c1)c1cc(-c2ccccc2)nc2ccccc12,-3,1%,-22%,-1%,1.8%,-12,-2%,-6%,8%
COc1ccc2oc(C(=O)NCCN3CCOCC3)c(C)c2c1OC,14,-21%,-17%,1%,-0.4%,4,-5%,258%[activator],6%
Cc1cc(C)n2nc(-c3ccsc3-n3c(C)ccc3C)cc2n1,-5,?,-6%,-25%,-2.4%,4,1%,0%,2%
O=C(C1CC1)N1N=C(c2ccc(F)cc2)CC1(O)C(F)(F)F (stereo not drawn),-1,11%,-20%,-3%,-0.4%,-1,-4%,-8%,10%
CCn1c(C)nc2cc(C(=O)NNS(=O)(=O)c3cc(Br)ccc3Br)ccc21,-5,3%,-7%,-4%,6.1%,-2,-2%,4%,5%
CSc1ncc(CN2CCc3c([nH]c4ccccc34)C2C(C)(C)C)cn1 (stereo not drawn),-7,4%,-8%,-1%,3.5%,-3,-4%,14%[57.1 µM],8%
O=C(COc1ccc(Br)cc1)Nc1ccncc1,3,.,-3%,0%,0.1%,-10,-15%,-4%,17%
Cc1ccc(S(=O)(=O)N2CCN(c3ccccc3)CC2)cc1C(=O)NC1CCCCC1,3,1%,-5%,2%,1.9%,-5,-4%,-5%,-12%
CC(=O)N1CCC(=NNc2ccnc3cc(Cl)ccc23)CC1,-1,-20%,-20%,-11%,0.7%,5,-3%,2%,2%
COc1cccc(NC(=O)CN2CCN(S(=O)(=O)c3ccc(F)cc3)CC2)c1,-9,2%,-6%,1%,-1.5%,-6,-2%,4%[57.1 µM],-1%
Cc1ccc(CNC(=O)CSc2ncc(S(=O)(=O)c3ccc(Br)cc3)c(=O)[nH]2)cc1,3,6%,-11%,-3%,0.7%,-12,-3%,-6%,-17%
CC(C)(C)OC(=O)C[C@@H]1C/C=C\C[C@@H](CC(=O)N[C@@H](CO)Cc2ccccc2)C(=O)N2CCC[C@@H]2COC1=O,-2,-2%,-18%,1%,.,4,-1%,7%,7%
CCN1CCN(c2ccc(S(=O)(=O)N3CCCC3)cn2)CC1,3,7%,-19%,7%,0.3%,-7,0%,-1%,-9%
O=C(CSCc1ccco1)Nc1cc(C(F)(F)F)ccc1N1CCOCC1,-1,6%,-10%,-2%,1.0%,2,-2%,7%[57.1 µM],3%
Cc1csc(SCC(=O)Nc2cc(S(=O)(=O)N3CCCC3)ccc2Cl)n1,2,5%,-9%,0%,3.5%,-2,-7%,-8%,2%
CC(C)c1ccc(NC(=O)Cn2nnc(C(=O)NCc3ccc4c(c3)OCO4)c2N)cc1,-4&-3,2%&0%,-23%&-12%,-3%&-4%,5.2%&0.2%,-8&-10,-1%&-3%,0%&1%,-10%&-15%
Nc1nc(N2CCOCC2)cc(=O)[nH]1,3,0%,-3%,0%,-0.6%,-7,-4%,-7%,10%
Cn1c(COc2ccc(F)cc2)nnc1SCC(=O)NC1CC1,-2,0%,-6%,-1%,0.9%,-2,-1%,6%,2%
CCN1C(=O)C2(SC(NC(C)=O)=NN2C(C)=O)c2cc(C)ccc21 (stereo not drawn),-2,1%,-7%,0%,0.9%,-4,-3%,5%,9%
O=C(NC1CC(=O)N(c2ccc(Cl)cc2)C1)c1ccc2c(c1)OCO2 (stereo not drawn),-3,-2%,-7%,-5%,1.0%,3,-3%,-4%[57.1 µM],14%
COc1ccc(C(=O)Nn2cc3c(c2-c2ccccc2)c(=O)n(C)c(=O)n3C)cc1,1,0%,-4%,4%,1.0%,-2,2%,6%,-1%
Cc1cc(C)nc(-n2nc(C)c(Oc3ccccc3O)c2C)n1,-6,0%,-16%,-4%,2.5%,-7,4%,-5%,4%
Fc1ccc(-c2nnc(NC3=NCCCCC3)o2)cc1,?,0%,-13%,-6%,-0.5%,-2,-14%,-8%[57.1 µM],6%
CCc1ccccc1NC(=O)c1sc2nc(C)cc(COC)c2c1N,1,-6%,-22%,-3%,14%,0,0%,5%[57.1 µM],1%
